# Screens as filed in PubChem BioAssay.
# GSIS activator: primary screen for activators of insulin secretion dependent on glucose, INS-1E cells, GLuc reporter luminescence. INS-1E GLuc reporter insulin secretion, 2-3 h. activation, % at 16.6 µM. hit rate 0.61% among 370,000. AID 743287;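 active = lowest replicate activation of at least 40%, so every replicate reaches that level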;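 note: 0% = median of neutral control wells and 100% = median of IBMX positive control wells; some compounds called inactive have numbers as strong as hits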
# ARNT TACC3 PPI: ARNT/TACC3 interaction disruption | AlphaScreen His-ARNT PAS-B/GST-TACC3 binding, luminescence; TACC3 fragment carries E629A point mutation | hit rate 0.66% among 390,000 | Q9Y6A5 | inhibition, % at 9.99 µM;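 active = mean inhibition of replicates at least 50% and at least half of replicates each reaching 50%; inconclusive = half or more replicates reach 50% but mean below 50%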;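 note: 0% = complete ARNT plus TACC3 wells and 100% = ARNT alone without TACC3; many hits fall short of the cut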
# ERp5 block: inhibitors of human ERp5 | Q15084 | ERp5 insulin aggregation, absorbance 650 nm, 90 min | inhibition, % at 9.99 µM | hit rate 0.05% among 350,000;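 active = mean replicate inhibition above about 25%, with every replicate also reaching it, limit read from the data, passing the limit was not always enough; inconclusive = only one of those two criteria met; inactive = neither criterion met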
# Target sequence (Q15084 whole entry, looked up): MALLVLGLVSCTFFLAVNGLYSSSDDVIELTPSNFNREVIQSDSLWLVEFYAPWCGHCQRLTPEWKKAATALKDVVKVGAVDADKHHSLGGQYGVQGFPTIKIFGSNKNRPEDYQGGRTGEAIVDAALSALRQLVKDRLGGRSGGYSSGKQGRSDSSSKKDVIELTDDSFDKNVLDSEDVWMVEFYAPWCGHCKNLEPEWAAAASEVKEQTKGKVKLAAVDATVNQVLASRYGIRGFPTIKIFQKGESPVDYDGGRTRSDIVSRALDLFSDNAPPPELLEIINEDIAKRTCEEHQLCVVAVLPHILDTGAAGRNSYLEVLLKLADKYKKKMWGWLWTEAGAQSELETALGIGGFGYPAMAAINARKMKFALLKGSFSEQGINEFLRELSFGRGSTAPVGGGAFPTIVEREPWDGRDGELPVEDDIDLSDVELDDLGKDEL
# PAX8 inh HTS: inhibitors of PAX8 transcriptional activity in RMG-I cells; RMG-I TPO-luciferase reporter, SteadyGlo, 24 h; inhibition, % at 12.6 µM; hit rate 1.2% among 360,000; AID 652154;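 active = mean replicate inhibition at least 60% with every replicate also reaching 60%; inconclusive = only one of the two criteria is met; inactive = mean below 60% and not all replicates reaching 60%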;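 note: luciferase light reporting Pax8 driven TPO promoter activity; plate controls were median of neutral control wells for no effect and mitoxantrone controls for full effect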
# EWS-Fli inh: blocks EWS/Fli oncoprotein-driven transcription; inhibition, % at 12.6 µM; hit rate 0.67% among 350,000; A673 NR0B1-luciferase reporter, viability-normalised; AID 651661;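 active = mean inhibition of at least 50% after viability correction, with every replicate also passing that limit; inconclusive = mean reaches 50% but only one of two replicates passes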;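 note: firefly luciferase signal divided by Alamar Blue viability fluorescence both relative to DMSO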
# F508del corr: correctors of CFTR F508del function in bronchial epithelial cells | CFBE cells, YFP halide quenching; stimulated with forskolin plus potentiator P3; % fluorescence drop versus neutral controls | hit rate 0.36% among 350,000 | activity (quench increase), % at 7.58 µM;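 active = mean added fluorescence quench of at least 8% versus neutral control, with both replicates also reaching 8%; inconclusive = only one of the mean or replicate conditions met; inactive = mean below 8% and not both replicates reaching 8%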;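 note: cells transiently co-express mutant CFTR-F508del with the halide-sensitive YFP; corrector assay measuring rescue of mutant channel to the surface after 24 h compound exposure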
# DENV2 CPE: protects cells from dengue virus 2 cytopathic effect | CPE inhibition, % at 9.99 µM | hit rate 1.7% among 350,000 | DENV2-infected cells, cytopathic effect rescue, plate reader; in the data active = CPE inhibition above about 20%, passing the limit was not always enough; inconclusive = no clear call, values can overlap the other calls; tested in BHK-21 cells;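 note: 0% = median of neutral control wells and 100% = median of positive control wells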
# Xi reactivation: activators of X-chromosome reactivation in mouse fibroblasts | AID 743238 | XiGFP mouse fibroblasts, % GFP-positive cells imaging, 3 d; cells co-treated with 5-aza-dC sensitizer; scaled so ellipticine positive control = 100% | hit rate 0.055% among 360,000 | activation, % at 7.58 µM;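 active = mean normalized replicate activation at least 10% and every replicate at or above 10%; inconclusive = only one of the two criteria met; inactive = mean below 10% and not all replicates reach 10%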;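 note: 0% = median of on-plate neutral control wells and 100% = ellipticine 6 µM median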
#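 System: 68-5-11 XiGFP fibroblast line; Timing: 3 days compound exposure; Compound dosing: one concentration, pinned; Benchmarks: positive control ellipticine, 6 µM final; Buffer or medium: DMEM containing 5-aza-dC.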
# * = called active by the depositor; ? = inconclusive; . = not tested or not shown. Hits appear at their usual frequency. About 4.2% of those tested had a hit in this group.
# Results follow in this order: GSIS activator	ARNT TACC3 PPI	ERp5 block	PAX8 inh HTS	EWS-Fli inh	F508del corr	DENV2 CPE	Xi reactivation
CN(CC1CCCO1)S(=O)(=O)c1ccc(C(=O)N2CCN(c3ccccc3)CC2)cc1 (configuration not stated)
→ 2	-3	7	-16	7	.	3	0.1
CC(Sc1nnc(-c2cccnc2)n1C)C(=O)N1CCOCC1 (configuration not stated)
→ 7	-4	2	-8	0	-3.3	9	0.3
COc1ccc(S(=O)(=O)N2CCOCC2)cc1NC(=O)CN1C(=O)NC2(CCCC2)C1=O
→ .	1	-1	-3	11	-4.1	5	0.4
CC(Oc1ccc(Cl)cc1)c1ccnc(N)n1 (configuration not stated)
→ -9	-1	-1	-4	-5	0.3	-3	0.0
O=C(Nc1ccc([N+](=O)[O-])cc1)C(c1ccccc1)c1ccccc1
→ -4	.	3	6	4	-1.2	-16	0.1
COC1=Nc2ccccc2N2CCN=C12
→ 27	.	-1	-13	-9	-0.7	-3	0.0
C[C@H](NC(=O)C[C@@H]1C[C@@H]2c3cc(NC(=O)CC4CC4)ccc3O[C@@H]2[C@H](CO)O1)c1ccccc1
→ -2	-3	-4	.	0	-0.6	-4	0.1
O=C1C=CC(=O)N1Cc1ccncc1
→ 6	-3	4	1	7	1.0	15	0.1
CCN(CC)CCn1c(-c2ccc(C)cc2)nc(=S)c2c1CC(C)(C)OC2
→ 4	1	-4	17	-7	-1.8	-4	-0.1
COc1ccccc1C(=O)Nc1ccc2c(c1)C(=O)N(C)C[C@H](OC)[C@H](C)CN[C@@H](C)CO2
→ 2	2	-1	-3	8	-1.1	5	0.3
COc1ccc(NC(=O)N(C)C[C@H]2Oc3ccc(NC(=O)Cc4cn(C)c5ccccc45)cc3CC(=O)N([C@H](C)CO)C[C@@H]2C)cc1
→ -15	27	-4	-9	2	0.2	3	0.1
CCCCN(C(=O)NCCCCCCNC(=O)N(CCCC)C1CCS(=O)(=O)C1)C1CCS(=O)(=O)C1 (configuration not stated)
→ 1	3	4	-2	.	3.1	-2	0.0
O=C(Nc1ccc(Cl)c([N+](=O)[O-])c1)C(Sc1ccccc1)c1ccccc1 (configuration not stated)
→ -14	-2	-1	54	10	-0.3	-1	0.0
Cc1nc(Nc2ccccc2)sc1C(=O)c1ccc(F)cc1
→ 23	0	1	-69	-84	2.9	17	0.0
Cc1cccc(C)c1NC(=O)C(c1ccccc1)N1CCC(c2ccccc2)CC1 (configuration not stated)
→ -6	.	3	-13	-1	-0.4	9	0.0
Nc1nc2c(ncn2[C@@H]2O[C@H](C(=O)N[C@H](Cc3ccccc3)C(=O)NCC3CCCCC3)[C@@H](O)[C@H]2O)c(=O)[nH]1
→ 8	.	-5	-5	-11	0.3	-4	0.1
O=C(CCN1CCOCC1)c1ccc(Br)cc1
→ -8	0	-1	10	-2	0.2	-5	0.0
CC(C)CN1C(=O)c2ccc(C(=O)Nc3ccc(OCC(=O)O)cc3)cc2C1=O
→ -8	-13	2	-7	-12	-1.5	-6	0.1
C[C@H](CO)N1C[C@H](C)[C@@H](CN(C)CC2CCCCC2)Oc2ccc(NC(=O)Nc3ccc(C(F)(F)F)cc3)cc2C1=O
→ -19	-5	-2	.	0	-2.4	3	-0.9
N#Cc1ccccc1OCC(=O)N1CCc2ccccc2C1
→ 11	-9	-6	-6	-11	0.7	-4	0.0
CCCCN(C(=O)C(C)Oc1ccc(Br)cc1)c1c(N)n(Cc2ccccc2)c(=O)[nH]c1=O (configuration not stated)
→ -26	-6	-1	-12	2	-2.8	-7	0.0
C[C@@H]1CN([C@H](C)CO)C(=O)c2ccccc2-c2ccccc2CO[C@H]1CN(C)C(=O)[C@@H](Cc1ccccc1)N(C)C
→ 1	-18	0	3	0	0.0	7	0.7
Cc1ccc(CN2CC(C(=O)Nc3ncccc3C)CC2=O)cc1 (configuration not stated)
→ 4	-2	-3	.	.	-1.4	-4	0.4
Cc1noc(C)c1NC(=O)Nc1ccc2c(c1)CC(=O)N([C@H](C)CO)C[C@@H](C)[C@H](CN(C)C(=O)Nc1ccc(C(F)(F)F)cc1)O2
→ -2	-3	0	.	-5	-1.8	-11	-0.2
C[C@@H]1CN([C@H](C)CO)S(=O)(=O)c2ccc(C#CC3(O)CCCC3)cc2O[C@H]1CN(C)C(=O)Cc1ccncc1
→ 1	7	0	1	0	-1.8	2	-1.3
CCC1CCCCN1C(=O)CCNC(=O)Cn1cnc2ccccc2c1=O (configuration not stated)
→ 3	-5	-5	-5	1	-1.8	5	0.3
Cc1ccc(OCCC(=O)OCC(=O)Nc2ccccc2)cc1
→ 26	-6	5	-31	1	-3.7	1	0.3
COc1cc(NC(=O)COc2ccc(-n3cnnn3)cc2)cc(OC)c1OC
→ 11	.	-6	22	9	2.8	-1	0.5
COc1ccc(NC(=O)N2CCCC2C(=O)NC23CC4CC(CC(C4)C2)C3)cc1 (configuration not stated)
→ 7	-5	-1	1	-1	-0.5	10	0.0
O=C1CCc2cc(S(=O)(=O)N3CCC(C(=O)NC4CCCc5ccccc54)CC3)ccc2N1 (configuration not stated)
→ -5	-9	-6	11	8	1.5	6	-0.1
CC(C)(C)OC(=O)CN1c2cccc3cccc(c23)S1(=O)=O
→ 3	-8	2	9	-14	-1.2	13	0.1
Cc1ccc(CN2C(=O)CCC2(C)c2nnnn2-c2ccc3c(c2)OCCO3)cc1 (configuration not stated)
→ -13	.	-2	-15	-4	1.6	-11	-0.1
C[C@H]1CN([C@@H](C)CO)C(=O)c2cccc(NC(=O)c3ccc(-c4nccs4)cc3)c2O[C@@H]1CN(C)Cc1ccc(C(=O)O)cc1
→ 9	-1	1	.	1	1.8	-13	-1.0
O=C(NC1CCC(O)CC1)c1ccc(Br)o1 (configuration not stated)
→ 10	-4	0	13	0	4.9	?	0.0
O=C(CCCCCNC(=S)Nc1ccc(Cl)cc1)C[N+](=O)[O-]
→ -17	-6	-2	9	16	1.1	-4	0.0
COC(=O)C1Cc2ccccc2CN1S(=O)(=O)c1ccc(C)cc1 (configuration not stated)
→ -2	-1	5	8	-4	2.7	0	0.0
O=C(O)CSCC(=O)NCc1ccccc1
→ 0	-8	-3	.	-1	-2.3	-12	.
C=CCOC(=O)[C@H]1[C@@H]2C(=O)O[C@@H](c3ccccc3)[C@@H](c3ccccc3)N2[C@@H](c2ccc(OCCOC(=O)[C@@H]3C[C@@H]4C(=O)N[C@@H](CC(C)C)C(=O)N4[C@@H]3c3cccc(OCCO)c3)cc2)[C@]12C(=O)Nc1ccccc12
→ .	.	-1	3	-2	-0.9	1	.
O=C(CN(C(=O)c1csnn1)c1ccccc1C(F)(F)F)NCc1ccccc1
→ -6	-5	2	11	7	0.4	0	0.0
C[C@@H]1CN([C@H](C)CO)C(=O)c2cc(-c3cccc(F)c3)cnc2O[C@@H]1CN(C)Cc1cccnc1
→ 14	-3	-1	.	4	-1.3	-3	-0.2
O=C(CNC(=S)N(Cc1ccccc1)Cc1cccnc1)NC1CC1
→ 0	-7	.	14	.	.	.	0.0
C[C@@H]1CN([C@H](C)CO)C(=O)CCCn2nncc2CO[C@@H]1CN(C)C(=O)c1ccc2ccn(C)c2c1
→ 5	-6	-1	6	-11	-2.8	-4	0.0
COC(=O)[C@H]1[C@H](CO)[C@H]2Cn3c(ccc(-c4ccc(F)cc4)c3=O)[C@H]2N1C
→ 10	-9	5	-39	-2	-2.6	5	0.0
CCOC(=O)c1c(-c2ccc(Cl)cc2)csc1NC(=O)CNCc1ccco1
→ -15	22	2	13	-69	3.0	6	0.0
C[C@@H]1CN([C@@H](C)CO)C(=O)c2cc(NS(=O)(=O)c3cccs3)ccc2O[C@@H](C)CCCCO[C@H]1CN(C)C(=O)Nc1ccc(F)cc1
→ -24	-4	-2	13	-3	0.6	-5	-0.8
COc1cc(OC)cc(N2C(=O)CC(N3CCC(C(=O)N4CCCCC4)CC3)C2=O)c1 (configuration not stated)
→ 1	-8	-2	-8	.	1.5	4	-0.1
C[C@@H]1CN([C@H](C)CO)C(=O)c2cccc(NS(=O)(=O)c3ccc(Cl)cc3)c2O[C@@H]1CN(C)Cc1ccc2c(c1)OCO2
→ -17	-29	-1	12	1	-1.2	-5	-0.1
O=C(N/N=C1\CCCc2c1[nH]c1ccc(Cl)cc21)c1ccncc1
→ -32	.	0	24	28	1.4	-5	-0.7
C[C@@H]1CN([C@@H](C)CO)C(=O)c2cccc(NC(=O)Nc3ccc(C(F)(F)F)cc3)c2O[C@H]1CN(C)C(=O)Nc1cccc2ccccc12
→ -1	5	4	.	17	1.8	-12	-0.3
COc1cccc(CN(C)C[C@@H]2OCc3cn(nn3)CCCC(=O)N([C@@H](C)CO)C[C@H]2C)c1
→ 12	.	.	-2	3	0.2	.	-0.2
COCCCN1C(=O)c2ccc(C(=O)N3CCN(c4ccc(OC)cc4)CC3)cc2C1=O
→ 1	-1	0	4	.	0.9	7	0.0
COCCCN1C(=O)C(CC(=O)NCCCCc2ccccc2)CC(C(=O)N(C(C)C)C(C)C)=C1C (configuration not stated)
→ .	.	4	-3	4	-2.4	0	0.2
COc1ccc(NC(=O)N(C)C[C@@H]2OCCCC[C@H](C)Oc3ccc(NS(=O)(=O)c4ccc(F)cc4)cc3C(=O)N([C@H](C)CO)C[C@@H]2C)cc1
→ 0	4	2	8	-13	0.4	-5	0.1
O=C(Cc1ccccn1)N1CC(=O)N2[C@H](CO)[C@@H](c3ccc(C#CCC4CCCC4)cc3)[C@H]2C1
→ -8	.	10	4	4	2.3	?	0.1
CCN(CC)CCNC(=O)c1ccc(CS(=O)(=O)c2ccccc2C)o1
→ 18	-3	-1	8	-8	-0.5	2	0.1
O=c1cc(O)nc(SCc2ccccc2)n1-c1ccc(Cl)cc1
→ -16	2	-4	12	9	1.4	-3	0.0
COc1ccc(Cl)cc1S(=O)(=O)N1CCC(O)(c2ccc(Cl)cc2)CC1
→ -3	-56	-4	-13	1	1.9	3	0.0
CN1CCN(C(=O)c2ccccc2NC(=O)c2cccc(Cl)c2)CC1
→ 29	-4	-48	.	1	-2.7	16	0.0
O=C(NCC(c1ccco1)N1CCCC1)c1cc(=O)[nH]c2ccccc12 (configuration not stated)
→ 2	.	-1	7	4	0.3	8	0.0
CCC(=O)N[C@@H]1C=C[C@H](CC(=O)NCc2cc(F)cc(F)c2)O[C@H]1CO
→ 3	-15	2	-10	2	2.1	2	0.3

# New compounds follow:
# Results follow in this order: GSIS activator	ARNT TACC3 PPI	ERp5 block	PAX8 inh HTS	EWS-Fli inh	F508del corr	DENV2 CPE	Xi reactivation
COc1ccc(NC(=O)CCNC(=O)c2ccco2)c(OC)c1
→ 33	-8	-2	-12	-7	1.5	5	0.3
C[C@@H]1CCCCO[C@H](CN(C)C(=O)Nc2ccc(F)cc2)[C@H](C)CN([C@@H](C)CO)C(=O)c2cc(NS(=O)(=O)c3ccc(F)cc3)ccc2O1
→ -22	-4	.	-15	8	3.4	-10	0.0
CC(=O)Nc1ccc(NC(=O)c2ccc(-c3c(C)noc3C)c3ccoc23)cc1
→ 9	.	-6	-44	1	2.7	5	0.0
O=c1c2ccccc2nc2n1C(CSc1ccc(F)cc1)CS2 (configuration not stated)
→ 0	-4	-4	18	16	-3.0	.	0.2
